# Jurkat autofluor – compound fluoresces in Jurkat cells, VLA-4 screen interference. compound autofluorescence, flow cytometry; stronger effect = higher value; 1 = vehicle-only cell background. hit rate 0.61% among 24,000. fluorescence ratio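 (tested at 10 µM compound in the well)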. AID 576;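 active means fluorescence ratio above 2.44, which is 1 plus 3 SD of all ratios; inconclusive means signal too bright to measure linearly, ratio around 10 or more; inactive means fluorescence ratio below 2.44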;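 further: green fluorescence of cells measured with 488 nm excitation and 530 nm emission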
# Prostate diff – promotes differentiation of LNCaP prostate cells | side scatter shift, % at 10 µM | AID 795 | flow cytometry side scatter, 4 d | hit rate 0.56% among 24,000;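 active means side scatter shift above 30%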;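 further: androgen-responsive LNCaP prostate cancer cells in charcoal-stripped serum medium; percent of cells past a gate set so DMSO wells show 10% shift; higher shift means more granular cells and more differentiation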
# VLA-4 allo ag – allosterically activates the human VLA-4 integrin. Jurkat cells, LDV-FITC binding, flow cytometry. activation, % at 10 µM (by protocol). 24,000 tested, under 10 active;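 active means fluorescent ligand binding to cells raised by more than 40% of the manganese-induced maximum; inconclusive means compound's own fluorescence above 85% of the ligand control signal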;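 further: 0% = ligand binding without compound and 100% = manganese-stimulated maximal binding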
# Target sequence (P13612 whole entry, looked up): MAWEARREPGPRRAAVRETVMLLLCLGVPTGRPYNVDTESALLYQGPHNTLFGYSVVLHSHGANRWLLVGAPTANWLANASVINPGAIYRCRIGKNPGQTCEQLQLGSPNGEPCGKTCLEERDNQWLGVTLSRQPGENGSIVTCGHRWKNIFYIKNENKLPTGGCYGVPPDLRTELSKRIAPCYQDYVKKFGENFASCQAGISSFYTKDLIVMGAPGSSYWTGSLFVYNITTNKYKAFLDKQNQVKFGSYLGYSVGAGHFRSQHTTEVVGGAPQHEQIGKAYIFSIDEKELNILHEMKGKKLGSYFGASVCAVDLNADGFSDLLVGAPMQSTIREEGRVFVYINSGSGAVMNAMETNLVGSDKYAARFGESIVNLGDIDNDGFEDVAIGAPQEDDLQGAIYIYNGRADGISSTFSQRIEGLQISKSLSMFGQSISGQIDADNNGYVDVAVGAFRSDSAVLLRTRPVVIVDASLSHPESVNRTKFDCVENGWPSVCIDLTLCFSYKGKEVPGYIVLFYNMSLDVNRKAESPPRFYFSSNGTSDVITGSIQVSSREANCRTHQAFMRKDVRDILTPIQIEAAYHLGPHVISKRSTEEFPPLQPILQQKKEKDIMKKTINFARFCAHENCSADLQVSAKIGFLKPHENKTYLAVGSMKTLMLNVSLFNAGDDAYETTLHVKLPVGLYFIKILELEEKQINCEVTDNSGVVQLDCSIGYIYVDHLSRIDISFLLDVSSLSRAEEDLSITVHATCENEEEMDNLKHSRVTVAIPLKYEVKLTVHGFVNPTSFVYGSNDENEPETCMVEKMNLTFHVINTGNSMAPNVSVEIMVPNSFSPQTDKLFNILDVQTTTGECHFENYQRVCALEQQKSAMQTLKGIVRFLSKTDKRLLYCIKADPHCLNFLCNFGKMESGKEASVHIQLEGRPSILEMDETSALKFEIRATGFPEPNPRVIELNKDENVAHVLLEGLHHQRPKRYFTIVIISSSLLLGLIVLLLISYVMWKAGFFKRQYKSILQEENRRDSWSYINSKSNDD
# VLA-4 antagonist – blocks LDV-FITC ligand binding to Mn2+-activated human VLA-4 integrin; inhibition, % at 10 µM (by protocol); hit rate 0.2% among 24,000; Jurkat cells, LDV-FITC binding with Mn2+, flow cytometry; 100% = Mn2+-driven binding gain fully reversed; AID 529;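 active means inhibition above 50%; inconclusive means compound itself fluorescent, judged against control cell fluorescence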;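 further: 0% = Mn2+ stimulated cells lacking compound and 100% = ligand binding without Mn2+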
# Numbers without * were called inactive; ? = inconclusive; . = not tested or not shown. An excerpt. The share of hits here may be higher or lower than overall.
SMILES,Jurkat autofluor,Prostate diff,VLA-4 allo ag,VLA-4 antagonist
O=C(CN1CCN(C(=O)c2c(F)cccc2F)CC1)Nc1ccccc1F,1.1,5,?,?
COc1ccc(CNc2nc3nc(C)c(Cl)c(C)n3n2)cc1OC,1,4,-2,-4
COc1ccc(-n2c(Cc3cccn3C)nnc2SCC(=O)Nc2ccc(C(C)=O)cc2)cc1,1.1,7,-2,2
CCN(CCCNC(=O)c1ccc(N2CCCC2=O)cc1)c1cccc(C)c1,1.1,11,-6,-24
Cc1ccc(N2CCN(CCc3nc4cc(NS(C)(=O)=O)ccc4n3C)CC2)cc1,1,6,0,-12
Cn1c(=O)c2c(nc(N3CCCCC3)n2CCCNC2=NCCCC2)n(C)c1=O,1.1,11,-2,23
CN(c1cccc(NC(=O)COc2ccccc2)c1)S(C)(=O)=O,0.97,8,4,37
NC(=O)c1ccsc1NC(=O)COC(=O)Cc1ccsc1,1,10,-3,4
c1ccc(Nc2ccccc2Nc2ccccn2)nc1,1,13,-15,12
CCCCN(CC)CCNC(=O)C1c2cc(OC)c(OC)cc2C(=O)N2CCc3ccccc3C12 (configuration not stated),0.99,11,1,-4
COc1ccc2c(c1)c(CC(=O)OCC(=O)O)c(C)n2C(=O)c1ccc(Cl)cc1,1,1,-6,-30
O=C(NCC1CCCO1)C1CCN(c2ccc(S(=O)(=O)N3CCCC3)cc2)CC1 (configuration not stated),1.2,7,?,?
CCN(CC)c1ccc(-c2nn3c(-c4cccnc4)nnc3s2)cc1,1.1,15,-3,4
CN(C)c1cccc(N=C2C=C(N3CCOCC3)CC(C)(C)C2)c1,1.7,13,8,-2
CC1(C)CC(=O)c2c(-c3cccs3)n[nH]c2C1,1.1,2,-6,2
CN(CC(=O)NCCN1CCN(Cc2ccccc2)CC1)S(=O)(=O)c1cccc2nsnc12,1,7,1,-3
CC(C)CCCNc1nc(N2CCOCC2)nc(N2CCOCC2)n1,1,5,2,25
CC1CCN(c2nc(-c3ccccc3)c(C#N)c(=O)[nH]2)CC1,1.2,4,-5,-14
COC(=O)c1cc(O)c(OCc2ccccc2)c(O)c1,1,13,2,-7
COc1ccc(-n2ccnc2SCC(=O)Nc2ccccc2)cc1,1.1,2,-4,10
CCSc1nnc(NC(=O)c2ccc(C)o2)s1,1.1,10,8,-20
CC(C(=O)NCc1ccco1)n1nc(-c2ccccc2)c2cc(Cl)ccc21 (configuration not stated),1,8,7,19
COc1cccc(N2C(=O)C3ON(c4ccccc4)C(c4cccs4)C3C2=O)c1 (configuration not stated),1.4,3,?,?
CC(C)c1cc(C(=O)Nc2cccnc2)no1,1,6,3,6
COc1ccc(S(=O)(=O)N(C)C2CCN(C)CC2)cc1,1.1,4,2,3
# More structures:
SMILES,Jurkat autofluor,Prostate diff,VLA-4 allo ag,VLA-4 antagonist
COc1ccc(OC)c(C(=O)CSc2nc3ncccc3[nH]2)c1,0.99,2,4,-18
C=CCc1cccc2cc(C(=O)NCc3cccnc3)c(=O)oc12,0.96,7,4,-33
Cn1c(C(=O)N2CCc3ccccc3C2)cc2c(=O)n3ccccc3nc21,1.2,10,2,-11
OC1C=CSc2nc3ccccc3n21 (configuration not stated),0.96,10,4,-2
Cc1ccccc1-c1noc(N)c1C#N,1.1,6,-1,0
Oc1ccc(N2CCN(C(c3ccncc3)c3nnnn3C3CCCC3)CC2)cc1 (configuration not stated),1.1,17,-3,-11
COc1cc2c(cc1OC)C(C(=O)N1CCOCC1)C(c1cccs1)N(C)C2=O (configuration not stated),0.97,7,2,-2
COc1cccc2[nH]c3c(N4CCC(C(N)=O)CC4)ncnc3c12,1.1,.,-4,25
O=S(=O)(c1ccc2ccccc2c1)N1CCCCC1,1.1,9,-18,4
CC1CCN(CCCNC(=O)CN2CCN(Cc3ccc(Cl)cc3)C2=O)CC1,0.86,2,1,-11
O=C(Nc1ccccc1)c1cccnc1N1CCOCC1,1,6,1,3
CCN(Cc1cc2ccccc2[nH]c1=O)S(=O)(=O)c1ccccc1,1,12,2,4
CCOc1nc(C#N)nc(N2CCCCC2)n1,1.2,4,?,?
CC(=O)NCCc1csc(-c2ccccc2)n1,0.99,18,-2,23
CCOC(=O)N1CCN(C(=O)c2csc3c2CCCCC3)CC1,1.1,7,0,-7
Cc1ccccc1C(=O)Nc1c(C(=O)N2CCCC2)cnn1-c1ccccc1,1,15,0,-13
COCCNC(=O)Cn1ncc2ccsc2c1=O,1,12,3,-13
O=C(NCCCNC1CCCCC1)c1ccc(/C=N/O)nc1,1,9,-5,-10
CCOc1ccc(C2C(C#N)=C(N)Oc3cc(C)n(CCN(C)C)c(=O)c32)cc1OCC (configuration not stated),1.1,12,0,-4
O=C(NC1CCCCC1)c1ccc(Cn2cc(Br)cn2)o1,1.2,4,-2,-8
Cc1[nH]c2ccc(F)cc2c(=O)c1SC(F)(F)C(F)F,1,16,4,0
Cc1nc(C)n(C(C)CC(=O)O)n1 (configuration not stated),1.1,9,2,2
COc1cccc(NC(=O)n2nc(N)cc2-c2ccc(Cl)cc2)c1,1.1,8,10,-10
Cc1occc1C(=O)Nc1nn[nH]n1,0.93,3,5,-12
NC(=O)c1cccc(S(=O)(=O)N2CC(c3ccccc3)CC2=O)c1 (configuration not stated),1,10,0,4
# Carrying on:
SMILES,Jurkat autofluor,Prostate diff,VLA-4 allo ag,VLA-4 antagonist
COc1ccccc1Nc1nc(N)nc(CN2CCOCC2)n1,1,1,-4,12
CN(C(=O)c1ccncc1)C1CC(C)(C)N(O)C(C)(C)C1,0.98,8,2,-4
O=C(Nc1ccccc1C(=O)N1CCOCC1)c1ccncc1,1,21,2,-14
COc1cc(C(=O)Oc2c(CN3CCOCC3)cc(Cl)c3cccnc23)cc(OC)c1OC,0.95,9,-2,-34
COc1ccc(C)cc1NC(=O)C1CCCN1S(=O)(=O)c1ccc2c(c1)CCC(=O)N2 (configuration not stated),1.2,6,-8,?
COc1cccc(C2=NOC(C(=O)NCc3ccccc3)C2)c1 (configuration not stated),0.94,6,-5,24
c1ccc(CN2C3=NCCCN3c3ccccc32)cc1,1,11,2,-11
Cc1cccc(NC(=O)C2CCN(S(=O)(=O)c3cccs3)CC2)n1,1.1,3,?,?
CCN(CC)S(=O)(=O)c1ccc2c(c1)c(=O)c(C(=O)NCCOC)cn2C,1,9,-1,-17
COCCn1c(COc2ccc(Cl)cc2)nnc1SCC(N)=O,1,6,3,-9
CCOc1ccc(-c2nc(=S)[nH][nH]2)cc1,1,20,7,2
COC(=O)c1cn(-c2ccccc2)nc1C(=O)OC,0.97,5,-4,-8
CCCCNC(=O)c1c[nH]c2ccc(S(=O)(=O)Nc3ccc(OCC)cc3)cc2c1=O,1.2,12,-2,-22
Cn1c(=O)cc(OCCCC(=O)Nc2ccc3c(c2)OCCO3)c2ccccc21,1.1,3,1,-9
O=C(NCc1ccccn1)C1CCN(S(=O)(=O)N2CCCCC2)CC1,1,8,1,10
Cc1coc(NC(=O)CSc2nc(-c3ccncc3)cc(C(F)(F)F)c2C#N)n1,0.99,12,0,5
Cn1c(Cn2c(=O)sc3ccccc32)nnc1SCC(=O)Nc1cccc(F)c1,0.82,11,?,?
COC(=O)Cc1c(C)nc2nc(-c3ccco3)[nH]n2c1=O,1,11,-4,-1
O=C(Nc1ccc(F)cc1F)N1CCN(C/C=C/c2ccccc2)CC1,1.1,16,-6,7
Cc1ccc2c(CNCc3ccco3)cc(=O)oc2c1,1.1,12,-2,-5
COc1cccc(C(=O)n2cnnc2N)c1OC,1,7,2,-20
CC(=O)Nc1c(Cl)n(C(C)=O)c2ccccc12,1.1,12,2,-10
Cn1c(Cn2c(=O)sc3ccccc32)nnc1SCC(=O)Nc1cccc(Cl)c1,0.8,5,-2,-3
N#CCCn1nnc2ccccc21,1,5,4,-7
Cc1nonc1NC(=O)c1ccccc1Br,1,7,-3,-6
# Next results.
SMILES,Jurkat autofluor,Prostate diff,VLA-4 allo ag,VLA-4 antagonist
Cn1c(Cl)cnc1C1CC(=O)c2cc(Cl)ccc2O1 (configuration not stated),1,12,?,?
CCN(CCNC(=O)Cn1c(=O)sc2ccccc21)c1ccccc1,1,11,1,12
Cc1ccc(N2C(=O)C(Cl)=C(Nc3c(C)n(C)n(-c4ccccc4)c3=O)C2=O)cc1,1.2,1,-6,7
COc1ccccc1-c1nc(C(F)(F)F)c(OC)o1,1.1,6,-5,-2
COc1ccc(S(=O)(=O)NC(CC(=O)NCC2CCCO2)c2ccco2)cc1 (configuration not stated),1,3,5,9
O=S(=O)(c1ccccc1)c1nc(-c2ccco2)oc1NCCCN1CCOCC1,1.1,15,6,2
Cc1ccc(-c2cc(C(F)F)n3ncc(C(=O)N4CCN(c5ccccn5)CC4)c3n2)cc1,1.1,3,-1,10
CCOc1ccc(Cn2nnc(C(=O)Nc3ccc(OC)cc3OC)c2N)cc1,0.99,5,0,1
COc1cccc(-c2nc(CS(=O)CC(=O)NC3CC3)c(C)o2)c1 (configuration not stated),0.76,5,4,-22
Cc1ccc(C2CC(c3ccco3)n3ncnc3N2)cc1 (configuration not stated),1.1,2,-5,4
COC(=O)C1=C(CSCc2ccco2)NC(=O)NC1c1cc(C)ccc1C (configuration not stated),1,6,-2,-12
Cc1noc(/C=C/N(C)C)c1S(=O)(=O)NC1CCCCC1,1,10,3,12
Cc1cc(=O)n2nc(N3CCCC3C(=O)NCCCN3CCCCC3)sc2n1 (configuration not stated),1,18,-5,15
CCN1CCN(C(=O)c2cc3cc4cc(OC)ccc4nc3s2)CC1,1.2,8,?,?
Clc1ccc(-n2nnnc2Sc2ncnc3sccc23)cc1,1.2,17,0,-9
CC1(C)NC(C)(C)C(O)(C(N)=O)C1=O (configuration not stated),1,5,?,?
CCOc1ccccc1CN1C(=O)c2ccccc2C1C(=O)NCC1CCCO1 (configuration not stated),1.1,9,-2,-20
Cc1ncoc1C(=O)Nc1nccs1,1,2,0,-8
CCOC(=O)c1[nH]c(C)c(C(=O)NCCCN2CCOCC2)c1C,1.1,7,3,-6
C1=C(CCNc2ncnc3c2cnn3-c2ccccc2)CCCC1,1,19,8,-6
CSc1ccccc1NC(=O)CCn1c(=O)sc2ccccc21,1.1,1,-5,-12
CCOC(=O)c1nnn(CC(=O)Nc2cccc(Cl)c2C)c1C(=O)OCC,1,7,1,-9
CC(C)c1[nH]nc2c1C1(CCN(Cc3ccccc3)CC1)C(C#N)=C(N)O2,1.6,8,?,?
Cc1c(C(=O)O)sc2ncn(C)c(=O)c12,1.1,6,4,-2
COc1ccc(-n2c(=O)cc(N3CC(C)OC(C)C3)[nH]c2=O)cc1 (configuration not stated),1.1,2,-3,0

# Single records (already shown). Order of values: Jurkat autofluor, Prostate diff, VLA-4 allo ag, VLA-4 antagonist
# `C1=C(CCNc2ncnc3c2cnn3-c2ccccc2)CCCC1` is listed with 1, 19, 8, -6
# `Cc1ccc(C2CC(c3ccco3)n3ncnc3N2)cc1` (configuration not stated) is listed with 1.1, 2, -5, 4
# `Cc1c(C(=O)O)sc2ncn(C)c(=O)c12` is listed with 1.1, 6, 4, -2
# `Cc1ccc(-c2cc(C(F)F)n3ncc(C(=O)N4CCN(c5ccccn5)CC4)c3n2)cc1` is listed with 1.1, 3, -1, 10
# `COc1ccc(-n2c(=O)cc(N3CC(C)OC(C)C3)[nH]c2=O)cc1` (configuration not stated) is listed with 1.1, 2, -3, 0

# Continued.
SMILES,Jurkat autofluor,Prostate diff,VLA-4 allo ag,VLA-4 antagonist
CCOC(=O)c1c(C)c(C(=O)NCc2ccccn2)c(C)n1CC,1.1,2,0,-51
Cc1nn(-c2ccc(F)cc2)c2c1cc(C#N)c1nc3ccccc3n12,1,5,-2,-2
CC(C)(C)n1ncc2c(=O)n(CC(=O)NC3CCCCC3)cnc21,1.1,20,-2,23
Cc1cc(NC(=O)CCCS(=O)(=O)c2nc(-c3cccs3)cc(C(F)(F)F)n2)no1,1,12,-5,-9
COc1ccc(-c2nc(CS(=O)CC(=O)NCc3ccco3)c(C)o2)cc1OC (configuration not stated),0.96,2,-1,9
CC(=O)C1C(c2ccc(F)cc2)NC(=O)NC1(O)C(F)(F)F (configuration not stated),0.93,5,5,-4
Cc1noc(/C=C/N(C)C)c1S(=O)(=O)N1CCCC(C(=O)NCc2cccs2)C1 (configuration not stated),1.1,2,-4,1
C=CCn1c(SCC(=O)NCC2CCCO2)nnc1C1CCCCC1 (configuration not stated),1,17,6,-22
CCOn1c(=O)c(=O)n(OCc2ccccc2)c2ccccc21,1.1,8,-3,-12
O=C(Nc1cccc2nsnc12)c1cccs1,1.2,12,0,-9
CCC1Oc2ccc(C)cc2N(CC(=O)NCc2cccc(OC)c2)C1=O (configuration not stated),0.99,16,7,-14
CC1Cn2c(nnc2-c2cccc(N)c2)S1 (configuration not stated),0.92,11,9,7

# Rewritten with values ahead of the structure: part of the list above
Jurkat autofluor	Prostate diff	VLA-4 allo ag	VLA-4 antagonist	structure
1.1	6	-5	-2	COc1ccccc1-c1nc(C(F)(F)F)c(OC)o1
1	20	7	2	CCOc1ccc(-c2nc(=S)[nH][nH]2)cc1
0.76	5	4	-22	COc1cccc(-c2nc(CS(=O)CC(=O)NC3CC3)c(C)o2)c1 (configuration not stated)

# Compound activity as filed in PubChem BioAssay.
